Screening results deposited in PubChem by several laboratories.
Mcl1 Bid PPI – disrupts binding of human Mcl-1 to Bid peptide; Q07820; TR-FRET Mcl-1/Bid-Dy647 peptide binding, 1536-well; inhibition, % at 21.7 µM; 220,000 compounds, 0.97% hits; AID 1021;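 active = compounds that cut the binding signal by more than half at the single screening dose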;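 note: His-tagged Mcl-1 with europium anti-His antibody binding Bid BH3 peptide; 0% = Mcl-1 plus peptide wells and 100% = peptide-only wells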
Target sequence (Q07820 whole entry, looked up): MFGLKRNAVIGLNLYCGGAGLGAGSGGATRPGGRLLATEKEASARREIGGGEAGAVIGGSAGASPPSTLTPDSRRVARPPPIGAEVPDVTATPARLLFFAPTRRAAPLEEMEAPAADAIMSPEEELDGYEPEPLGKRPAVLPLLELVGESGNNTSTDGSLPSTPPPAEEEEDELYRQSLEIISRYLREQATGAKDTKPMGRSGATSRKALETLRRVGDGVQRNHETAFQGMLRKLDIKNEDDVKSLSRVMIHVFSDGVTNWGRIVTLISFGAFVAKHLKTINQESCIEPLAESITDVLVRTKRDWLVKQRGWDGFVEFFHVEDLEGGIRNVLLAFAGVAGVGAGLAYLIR
Bcl-W Bim block – human Bim-Bcl-W interaction inhibition; Q92843; bead-based flow cytometry, Bim peptide-Bcl-W binding; inhibition, % at 10 µM; 190,000 compounds, 0.02% hits;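 note: 0% = bound tracer without compound and 100% = peptide blocker; higher means less fluorescent Bim peptide bound to Bcl-W beads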
Target sequence (Q92843 whole entry, looked up): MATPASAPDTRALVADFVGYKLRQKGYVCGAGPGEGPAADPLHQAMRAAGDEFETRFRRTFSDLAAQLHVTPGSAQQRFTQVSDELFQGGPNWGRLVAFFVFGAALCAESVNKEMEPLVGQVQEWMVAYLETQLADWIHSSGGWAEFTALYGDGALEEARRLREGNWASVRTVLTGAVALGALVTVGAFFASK
Mcl1 Noxa PPI – Mcl-1/Noxa interaction inhibition | Q07820 | TR-FRET Mcl-1/Noxa peptide binding, 2 h | inhibition, % at 21.7 µM | 220,000 compounds, 1.5% hits | AID 1022;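 active = compounds that cut the protein-peptide binding signal by more than 50% relative to plate controls in a single-dose test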;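 note: His-tagged Mcl-1 with rhodamine Noxa BH3 peptide and terbium anti-His antibody; 0% = Mcl-1 plus Noxa peptide wells and 100% = peptide-only wells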
Bim-Bcl-2 – human Bim-Bcl-2 interaction inhibition; 190,000 compounds, 0.06% hits; inhibition, % at 10 µM; Bead-based flow cytometry, Bim peptide-Bcl-2 binding; in the data active = inhibition above about 40%; inconclusive = no clear call, values can overlap the other calls;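 note: 0% = no compound wells with probe peptide and 100% = reference peptide inhibitor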
Bim-Mcl-1 – inhibitors of Bim-Mcl-1 interaction, human; 190,000 compounds, 0.1% hits; inhibition, % at 10 µM; Bead-based flow cytometry, Bim peptide-Mcl-1 binding;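 note: 0% = no compound tracer wells and 100% = peptide blocker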
RGS7-Gao reg – modulates binding of RGS7 to human Galphao. 220,000 compounds, 0.35% hits. Multiplexed bead flow cytometry; actives lie on both sides. P09471. binding response (% of control), % at 10 µM; in the data active = binding response below about 49% or above about 150%; inconclusive = no clear call, values can overlap the other calls; inactive = in between;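 note: fluorescent Galphao held in activated GDP-AlF4 state binding bead-coupled RGS7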
Bim-Bcl-XL – inhibitors of Bim-Bcl-XL interaction, human; inhibition, % at 10 µM; 190,000 compounds, 0.04% hits; Q07817; Bim peptide-Bcl-XL binding, bead flow cytometry, fluorescence
Target sequence (Q07817 whole entry, looked up): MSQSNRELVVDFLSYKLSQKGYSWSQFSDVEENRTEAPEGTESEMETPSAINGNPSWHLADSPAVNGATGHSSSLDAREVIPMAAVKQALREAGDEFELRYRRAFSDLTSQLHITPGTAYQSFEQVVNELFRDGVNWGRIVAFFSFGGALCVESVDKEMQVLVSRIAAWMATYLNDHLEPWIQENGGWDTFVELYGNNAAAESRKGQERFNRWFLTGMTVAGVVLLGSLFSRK
RGS4-Gao reg – modulates binding of RGS4 to human Galphao; P09471; Multiplexed bead flow cytometry; actives lie on both sides; binding response (% of control), % at 10 µM; 220,000 compounds, 0.33% hits; in the data active = binding response below about 49% or above about 150%; inactive = in between;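 note: fluorescent Galphao activated with aluminum fluoride binding bead-coupled RGS4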
RGS8-Gao reg – regulators of human RGS8-Galphao interaction. P09471. response (percent of control binding), % at 10 µM. 220,000 compounds, 0.34% hits. multiplexed bead flow cytometry, RGS8-Galphao binding; actives lie on both sides. AID 1423; in the data active = response below about 60% or above about 140%; inactive = in between;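 note: Galphao activated as the GDP aluminium fluoride complex binding bead-coupled RGS8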
Bcl-B Bim block – disrupts Bim peptide binding to human Bcl-B; Q9HD36; bead-based flow cytometry; inhibition, % at 10 µM; 190,000 compounds, 0.073% hits; AID 951;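 note: 0% = tracer peptide without compound and 100% = reference inhibitor peptide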
Target sequence (Q9HD36 whole entry, looked up): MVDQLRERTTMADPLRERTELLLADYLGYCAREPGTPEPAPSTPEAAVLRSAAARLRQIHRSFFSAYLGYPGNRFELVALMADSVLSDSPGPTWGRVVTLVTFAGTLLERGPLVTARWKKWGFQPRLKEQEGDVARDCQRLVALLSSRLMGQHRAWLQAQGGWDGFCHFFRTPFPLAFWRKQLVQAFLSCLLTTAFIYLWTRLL
Bim-Bfl-1 – inhibitors of Bim-Bfl-1 interaction, human; inhibition, % at 10 µM; Q16548; 190,000 compounds, 0.12% hits; Bead-based flow cytometry, Bim-Bfl-1 binding inhibition;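 note: 0% = wells without compound plus tracer and 100% = blocker peptide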
* hit, by the source's call; u = inconclusive; x = no result given; & = joins results of further samples. Cut-off read from the data, not from the text of the source, unless noted: active = inhibition above about 40%.

SMILES | Mcl1 Bid PPI | Bcl-W Bim block | Mcl1 Noxa PPI | Bim-Bcl-2 | Bim-Mcl-1 | RGS7-Gao reg | Bim-Bcl-XL | RGS4-Gao reg | RGS8-Gao reg | Bcl-B Bim block | Bim-Bfl-1
CCn1c(=O)c(C(=O)NCc2ccc(OC)c(OC)c2)c(O)c2ccccc21 | 13 | 4 | 6 | 2 | 5 | 93 | -1 | 92 | 96 | 1 | -1
N#C/C(C(=O)N1CCOCC1)=C1/SC(Cc2ccccc2)C(=O)N1c1ccccc1 (centres undefined) | -13 | 0 | 2 | -9 | 0 | 103 | -4 | 101 | 101 | -8 | -6
COc1cc(C(=O)OC(C)CN2CCOCC2)cc(OC)c1OC (centres undefined) | 13&-33 | 0 | 11&-9 | -6 | 0 | u | -4 | 107&103 | 103&96 | -8 | -12
O=C(Nc1ccc(Br)cc1F)C1CCCO1 (centres undefined) | -5 | -5 | 8 | -1 | -4 | 100 | -3 | 99 | 103 | -2 | -1
O=C(CNC(=O)c1cccc(OC(F)F)c1)OCc1cc(=O)n2cc(Br)ccc2n1 | -41 | -6 | 32 | -7 | -1 | 90 | -7 | 93 | 99 | -5 | -5
c1ccc(CC2CCN(Cc3ccccn3)CC2)cc1 | -10 | -1 | 14 | 1 | -1 | 121 | 0 | 106 | 115 | -5 | -11
Cc1nc(CNC(=O)CC2C(=O)NCCN2Cc2cccc(Oc3ccccc3)c2)cs1 (centres undefined) | -24 | -3 | 27 | -5 | -2 | 99 | -2 | 99 | 101 | -2 | 0
O=C(NCCNCc1cccs1)c1ccccc1F | 27 | 5 | 15 | 0 | 2 | u | 0 | 100 | 99 | 0 | -4
C#CCNC(=O)C1=C[C@@H](C(C)(C)C)C[C@@H](OCc2ccc(CO)cc2)O1 | 3 | 0 | -8 | -5 | -2 | 21* | -1 | 30* | 22* | -1 | -5
O=C(Nc1cccc(-c2nnc(-c3ccccc3)o2)c1)C1CCCCC1 | -10 | 0 | 0 | -2 | -1 | 101 | -3 | 103 | 101 | -4 | -1
CCOC(=O)c1ccccc1NS(=O)(=O)c1ccc(S(=O)(=O)N2CCCC2)cc1 | -7 | 1 | 19 | -7 | -3 | 102 | -2 | 102 | 104 | -7 | -11
Cc1ccc(N=C2NC(=O)CS2)cc1 | -4 | -1 | 6 | -1 | -1 | 102 | -2 | 101 | 100 | -2 | -7
CCOc1ccccc1NC(=S)N1CCC(NC(=O)c2ccco2)CC1 | -61 | -1 | -18 | -7 | 1 | 111 | -3 | 101 | 99 | -3 | -7
Cc1cc(Nc2ccccc2)nn1C(=O)c1ccc([N+](=O)[O-])cc1 | 7 | -1 | 18 | -3 | 0 | 98 | -2 | 98 | 103 | 0 | 0
CN(C)S(=O)(=O)c1cc(NC(=O)CN2CCN(c3ccccc3)CC2)ccc1Cl | -28 | -10 | 22 | -10 | -8 | 99 | -15 | 100 | 102 | -15 | -18
C=CCN1C(=O)S/C(=C\c2ccc(N3CCOCC3)cc2C)C1=O | -52 | 3 | 1 | 0 | 3 | 100 | -3 | 103 | 100 | -6 | -10
Cc1cc(Nc2ccc3c(c2)OCCO3)n2nc(C)nc2n1 | -11 | 4 | 14 | -3 | 0 | 99 | 2 | 94 | 99 | 0 | -9
O=C(CSc1ccccc1)Nc1cccnc1 | -4 | 0 | 11 | 1 | 0 | 101 | 0 | 101 | 102 | -1 | -5
CC(C)Oc1ccc(C2CC(=O)N(c3cccc(Br)c3)C2=O)cc1 (centres undefined) | 14 | x | 26 | x | x | u | x | 96 | 98 | x | x
COc1cc(OC)c(C2=NOC(C(=O)O)C2)cc1Cl (centres undefined) | -7 | -5 | 17 | 0 | -3 | 95 | -1 | 95 | 94 | -2 | -1
CS(=O)(=O)N(Cc1ccccc1)c1ccc(C(=O)Nc2ccccc2Sc2ccccc2)cc1 | -4 | 0 | -1 | 9 | -1 | 104 | -1 | 104 | 102 | 5 | 7
O=C1CC(=O)Nc2cc(S(=O)(=O)N3CCN(c4cccc(C(F)(F)F)c4)CC3)ccc2N1 | 10 | 0 | 9 | -5 | -3 | 102 | 0 | 101 | 102 | 1 | 3
c1ccc(CSc2ccc(-c3ccc4c(c3)OCO4)nn2)cc1 | 5 | 8 | 11 | 6 | 17 | 96 | 20 | 94 | 94 | 9 | 13
CN1CCN(CCCNC(=S)Nc2ccc(F)c(Cl)c2)CC1 | -100 | -4 | 2 | -5 | 0 | u | -2 | 99 | 101 | -3 | -5
COc1ccccc1-c1ccc(/C=C2/C=C(CC(C)C)OC2=O)o1 | -45 | 0 | 17 | 8 | 4 | 101 | 5 | 102 | 102 | -4 | 8
Cc1cc(C(=O)N2CCOCC2)ccc1[N+](=O)[O-] | -11 | -1 | 3 | 1 | 1 | 99 | -2 | 99 | 100 | -2 | -1
COc1ccc(NC(=O)CCc2nc3ccccc3[nH]2)cc1 | -1 | 0 | 13 | 0 | 0 | 90 | -2 | 97 | 97 | -11 | -4
N#Cc1ccccc1NC(=O)COC(=O)COc1ccccc1[N+](=O)[O-] | -8 | 0 | 8 | 0 | -1 | 106 | -1 | 100 | 105 | -4 | -6
COc1cc2nc(Cl)nc(N3CCCCC3)c2cc1OC | -2 | 0 | 6 | 0 | -1 | 111 | 7 | 101 | 100 | 1 | -4
CC(C)Oc1ccc(/C(O)=C2/C(=O)C(=O)N(CCN(C)C)C2c2ccco2)cc1 (centres undefined) | -20 | -5 | 16 | 1 | 0 | 95 | 0 | 99 | 99 | 2 | 0
CS(=O)(=O)N1CCN(c2c(Cl)cccc2[N+](=O)[O-])CC1 | -16 | 6 | -10 | -1 | 2 | 105 | -2 | 107 | 104 | -3 | -12
Cc1ccc(NC(=O)c2oc3ccccc3c2C)c([N+](=O)[O-])c1 | -8 | 1 | 4 | -6 | 1 | 104 | 0 | 106 | 105 | -4 | -6
Cc1ccc(NC(=O)CN(C)Cc2nc3c(Br)cc(Br)cc3c(=O)[nH]2)cc1 | -27 | 1 | -109 | 2 | -2 | 104 | 0 | 102 | 103 | -3 | -3
O=S(=O)(Nc1nc2ccccc2nc1NCc1ccco1)c1ccccc1 | 26 | 1 | 23 | -12 | -3 | 99 | -8 | 99 | 99 | -8 | -19
O=C(NCC1OCCc2ccccc21)c1ccc(NC(=O)c2cccc(Br)c2)cc1 (centres undefined) | -19 | -9 | -15 | -6 | -6 | 96 | -20 | 102 | 104 | -15 | -14
O=C(NC(=S)Nc1cccc([N+](=O)[O-])c1)c1ccccc1 | -10 | x | 26 | x | x | u | x | 106 | 104 | x | x
CN(CCc1ccccn1)C(=O)CC1C(=O)NCCN1Cc1ccccc1C(F)(F)F (centres undefined) | -92 | -4 | 4 | -2 | -1 | 96 | -3 | 98 | 100 | -4 | -2
O=C(N1CCN(c2ccccc2F)CC1)C12CC3CC(CC(C3)C1)C2 | -7 | 0 | -6 | -2 | 0 | 96 | -2 | 93 | 104 | 0 | -4
CCSc1cc(C)nc2ncnn12 | -10 | 0 | 12 | -1 | 2 | 103 | -2 | 103 | 105 | -6 | -9
COc1cc(C(=O)Nc2ccc3c(c2)OCO3)ccc1-n1cnnn1 | -45 | 2 | 1 | 1 | 0 | 110 | 0 | 107 | 104 | 5 | 0

An excerpt of these results, with tabs.
compound	Mcl1 Bid PPI	Bcl-W Bim block	Mcl1 Noxa PPI	Bim-Bcl-2	Bim-Mcl-1	RGS7-Gao reg	Bim-Bcl-XL	RGS4-Gao reg	RGS8-Gao reg	Bcl-B Bim block	Bim-Bfl-1
Cc1ccc(NC(=O)c2oc3ccccc3c2C)c([N+](=O)[O-])c1	-8	1	4	-6	1	104	0	106	105	-4	-6
Cc1ccc(NC(=O)CN(C)Cc2nc3c(Br)cc(Br)cc3c(=O)[nH]2)cc1	-27	1	-109	2	-2	104	0	102	103	-3	-3
O=S(=O)(Nc1nc2ccccc2nc1NCc1ccco1)c1ccccc1	26	1	23	-12	-3	99	-8	99	99	-8	-19
O=C(NCC1OCCc2ccccc21)c1ccc(NC(=O)c2cccc(Br)c2)cc1 (centres undefined)	-19	-9	-15	-6	-6	96	-20	102	104	-15	-14

The list goes on:
SMILES | Mcl1 Bid PPI | Bcl-W Bim block | Mcl1 Noxa PPI | Bim-Bcl-2 | Bim-Mcl-1 | RGS7-Gao reg | Bim-Bcl-XL | RGS4-Gao reg | RGS8-Gao reg | Bcl-B Bim block | Bim-Bfl-1
COc1ccc(-n2c(C)c([N+](=O)[O-])c3ccc(O)c(CN(C)C)c32)cc1 | -12 | 0 | 12 | -5 | -2 | 97 | -10 | 100 | 100 | -10 | -10
Cc1ccc(S(=O)(=O)N(C)C)cc1NC(=O)COC(=O)CCC(=O)c1ccc(F)cc1 | -4 | -5 | 17 | -2 | -12 | 100 | -9 | 98 | 98 | -6 | -4
COc1ccc(Nc2ccccc2N)cc1 | -19 | 5 | 17 | 0 | 2 | u | -1 | 98 | 100 | -3 | 7
CCOC(=O)N1CCN(C(=O)c2cn(CC)c3ccc(S(=O)(=O)N4CCCCC4)cc3c2=O)CC1 | 20 | 0 | -4 | 0 | 3 | 93 | 1 | 96 | 110 | 0 | 0
CCCNC(=O)NC(=O)CSc1nc(C)cs1 | -7 | -4 | 2 | -5 | -3 | 66 | -1 | 64 | 100 | -3 | -3
Nc1nc(C(F)(F)F)cc(=O)n1N | -11 | 1 | -7 | -1 | 1 | u | 0 | 103 | 103 | -1 | -8
Cc1nn(-c2ccccc2)c(Cl)c1/C=N\NC(=O)c1cncc(Br)c1 | 16 | -2 | 30 | -5 | 0 | 100 | -4 | 103 | 100 | -3 | -6
COC(=O)c1c(NC(=O)c2cccc([N+](=O)[O-])c2)sc(C(N)=O)c1C | 22 | -1 | 44 | -1 | -4 | 96 | -5 | 100 | 101 | -24 | 5
COc1cc(/C=N/Nc2nc3ccccc3s2)ccc1OC(=O)c1ccccc1F | 1 | -2 | 36 | -3 | -2 | 99 | -2 | 100 | 99 | -3 | 0
COc1cccc(C(=O)Cn2c(Br)nc3c2c(=O)n(C)c(=O)n3C)c1 | -25 | 3 | 28 | 3 | 3 | 100 | 0 | 101 | 99 | 2 | 2
O=C(Nc1ccn(Cc2ccccc2)n1)c1ccc2c(c1)OCO2 | -8 | 1 | 3 | 0 | 0 | 96 | -1 | 103 | 100 | -1 | -3
Cc1ccc(C(=O)NNC2=NCCC2)cc1 | -8 | 0 | 7 | -2 | 0 | 102 | -7 | 98 | 97 | -6 | -9
Cc1ccc(C2C3C(=O)N(c4ccc(C)cc4)C(=O)C3N3CCCN23)cc1 (centres undefined) | -42 | x | 12 | x | x | u | x | 99 | 101 | x | x
Cc1nc2c3c(sc2c(=O)[nH]1)NC(=O)CC3c1ccccc1Cl (centres undefined) | -13 | x | 26 | x | x | u | x | 106 | 104 | x | x
CN(c1ccc(C(=O)NCCC2=CCCCC2)cc1)S(C)(=O)=O | -18 | -2 | 14 | -3 | -3 | 97 | -3 | 100 | 100 | -2 | -1
CCS(=O)(=O)Nc1ccc(-c2nnc(SCC(=O)c3ccc(NC(C)=O)c(OC)c3)o2)cc1 | 15 | -2 | 16 | -1 | -4 | 96 | -1 | 97 | 101 | -5 | -3

Rows were taken by chance; about 2.7% have a hit in one of these screens.
